LGR2 antag: Drosophila LGR2 receptor signaling inhibition; HEK293 LGR2, CRE-luciferase, bursicon-stimulated, 4 h; inhibition, % at 9.99 µM; 0.35% of 380,000 active; AID 720647;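 active means drop in luminescence signal, shown as inhibition above about 50% in the replicate tests, limit read from the data, passing the limit was not always enough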;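 further: agonist challenge used bursicon conditioned medium at about half maximal strength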
FN deposition inh: fibronectin deposition inhibition; AID 743247; 0.086% of 350,000 active; inhibition, % at 12.6 µM; AH1F fibroblasts, Alexa488-fibronectin deposition fluorescence, overnight;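 active means mean inhibition across replicates of 30% or more, regardless of how many single replicates reach that level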;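 further: positive control wells lacked labelled fibronectin entirely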
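Material: AH1F fibroblast monolayer depositing Alexa488-labelled fibronectin into matrix / Amount: 10000 AH1F cells per well / Signal: fluorescence 485/525 nm / Medium: DMEM, 2% serum / Compound: single dose, pinned / Incubation: 1 h cell adhesion before compound, then overnight fibronectin incubation / Reagent: Alexa488-FN, 24 nM final / Read-out: inhibition of fibronectin deposition signal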
PAX8 inh HTS: inhibitors of PAX8 transcriptional activity in RMG-I cells. RMG-I TPO-luciferase reporter, SteadyGlo, 24 h. inhibition, % at 12.6 µM. 1.2% of 360,000 active;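 active means mean replicate inhibition at least 60% with every replicate also reaching 60%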;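 further: luciferase light reporting Pax8 driven TPO promoter activity; plate controls were median of neutral control wells for no effect and mitoxantrone controls for full effect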
Cneo AK release: causes C. neoformans cell lysis | lysis activity, % at 15 µM | AID 651654 | adenylate kinase release luminescence, 4 h; normalised: neutral wells 0, clomiphene wells 100 | 0.2% of 360,000 active;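 active means mean lysis activity across replicates of at least 80%, whatever share of replicates individually reach that level; inactive means mean lysis activity below 80%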
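Schedule: static 4 h at 37 °C with compound, 1 h detection; system: C. neoformans cells; benchmarks: Clomiphene as positive control; buffer or medium: fresh YPD medium; measure: luminescence rise reflecting yeast cell lysis; measured by: luminescent adenylate kinase detection reagent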
Casp6 inh: caspase-6 (human) enzyme inhibition; P55212; purified caspase-6, Z-VEID-R110 cleavage fluorescence; inhibition, % at 12.5 µM; 0.53% of 350,000 active; AID 686996;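 active means mean inhibition across replicates at least about 35%, with every replicate also reaching that limit, limit read from the data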;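 further: 0% = median of neutral control wells and 100% = no fluorescence left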
Target sequence (P55212 24-179 limits assumed): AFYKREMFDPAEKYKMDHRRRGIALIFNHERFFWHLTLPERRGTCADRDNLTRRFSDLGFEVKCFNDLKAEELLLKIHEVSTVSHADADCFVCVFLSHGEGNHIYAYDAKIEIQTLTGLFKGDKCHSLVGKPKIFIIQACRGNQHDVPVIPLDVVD
Target sequence (P55212 194-293 limits assumed): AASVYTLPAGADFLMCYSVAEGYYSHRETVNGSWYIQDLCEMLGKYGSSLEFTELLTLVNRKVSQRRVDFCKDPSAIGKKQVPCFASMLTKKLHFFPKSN
miR122 inh: blocks miR-122 activity in Huh7 sensor cells; activation (reporter increase), % at 12.5 µM; 0.3% of 340,000 active; AID 602342; Huh7 miR-122 Renilla luciferase sensor, 48 h; neutral wells = 0, positive control = 100;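 active means mean replicate activation score at least 90 and every replicate individually at or above 90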;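 further: higher luciferase means less miR-122 activity so hits act as miR-122 inhibitors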
PGC1a acetyl inh: PGC1a acetylation modulation, inhibitor mode; 0.17% of 350,000 active; U2OS PGC1a acetylation, AlphaScreen anti-acetyl-lysine; with virally co-expressed GCN5 acetyltransferase; inhibition, % at 15.6 µM; AID 651687;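 active means every replicate shows inhibition of at least 40%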;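 further: 0% = neutral control wells and 100% = positive control wells; some results beyond the cut were filed as inactive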
EWS-Fli inh: blocks EWS/Fli oncoprotein-driven transcription; A673 NR0B1-luciferase reporter, viability-normalised; inhibition, % at 12.6 µM; 0.67% of 350,000 active;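 active means mean inhibition of at least 50% after viability correction, with every replicate also passing that limit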;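 further: firefly luciferase signal divided by Alamar Blue viability fluorescence both relative to DMSO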
* hit, by the source's call; . = no result given; & = joins results of further samples; [ ] = remark or other dose.

SMILES | LGR2 antag | FN deposition inh | PAX8 inh HTS | Cneo AK release | Casp6 inh | miR122 inh | PGC1a acetyl inh | EWS-Fli inh
COc1cccc(CNC(=O)CCC2CCCN(C(=O)c3cc(C)[nH]n3)C2)c1 (configuration not stated) | 21.8 | 8.9 | 8.2 | 2.4 | 0.8 | -4.9 | -13.2 | -22.4
O=C(CNCC1CCCCC1)Nc1cccc(S(=O)(=O)N2CCOCC2)c1 | . | 4.6 | 13.9 | . | 1.6 | . | . | -1.5
C[C@H](CO)N1C[C@H](C)[C@@H](CN(C)C(=O)c2ccccc2F)Oc2ncc(C#Cc3ccncc3)cc2C1=O | 16.6 | -3.1 | 2.1 | 1.3 | -2.1 | -9.1[16.7 µM] | 1.9 | -16.7
COc1ccc(CCNC(=O)c2cc3cc(F)ccc3nc2C)cc1OC | 5.2 | -6.2 | 14.3 | 1.1 | -0.5 | -2.9 | . | 6.7
Cc1cccc(C)c1NC(=O)CN(C)C(C)C(=O)Nc1ccccc1-c1ccccc1 (configuration not stated) | 2.7 | -14.6 | -3.2 | 2.8 | -1.6 | 10.3 | . | 17.0
C[C@@H]1CN([C@@H](C)CO)C(=O)c2cc(NC(=O)CCCN(C)C)ccc2O[C@@H]1CN(C)Cc1ccc(C(=O)O)cc1 | 8.2 | . | -4.3 | -0.1 | 1.5 | 4.4[16.7 µM] | 1.7 | .
Cn1cccc1Cc1nnc(SCC(=O)Nc2ccccc2F)n1CCc1ccccc1 | -4.8 | -1.0 | 8.1 | 3.0 | 0.3 | 6.1 | 4.0 | 13.0
O=C(c1ccc(CS(=O)Cc2ccc(Cl)cc2)o1)N1CCN(C2CCCCC2)CC1 (configuration not stated) | 22.2 | 7.3 | 5.8 | 0.7 | 2.2 | -2.7 | 0.1 | -5.4
COC(=O)c1ccc(C)c(NC(=O)Cn2c(C)csc2=O)c1 | -22.4 | 1.1 | -14.1 | -0.3 | 1.5 | 4.4 | -4.2 | 6.8
C[C@@H]1CN([C@H](C)CO)C(=O)c2cccc(NS(=O)(=O)c3cn(C)cn3)c2O[C@@H]1CN(C)C(=O)Nc1cccc2ccccc12 | 11.4 | -5.1 | . | -1.2 | -4.3 | -3.7[16.7 µM] | 2.6 | 5.0
CC(=O)N(CCCNC(=O)c1ccccc1)C(=O)c1ccccc1 | -9.9 | 10.6 | -3.2 | 1.2 | -9.6 | -6.4 | 6.3 | -1.9
O=S(=O)(NCc1nnc2ccccn12)c1ccc(Cl)cc1 | 2.9 | 0.1 | 11.5 | -1.2 | -0.9 | 12.9 | -0.9 | -2.8
Cc1ccc(S(=O)(=O)N(C)CCCC(=O)Nc2ccc(F)cc2)cc1 | 16.6 | -5.2 | -11.8 | -0.2 | -0.2 | -10.2 | -5.8 | -1.3
Fc1ccc(F)c(NC(=S)NCCc2ccccc2)c1 | -34.0 | -3.0 | -6.5 | 6.0 | -0.6 | 4.4 | 5.3 | -6.9
CCCCCCCCN1C(=O)[C@@H](CC(=O)NCCCCc2ccccc2)C[C@@]2(C(=O)OC)C1=C[C@H](C(C)(C)C)O[C@@H]2C | 9.6 | 4.4 | 11.0 | . | -0.5 | . | . | 10.1
COc1ccc(/C(O)=C2/C(=O)C(=O)N(CCCN3CCOCC3)C2c2ccc(N(C)C)cc2)cc1 (configuration not stated) | 1.9 | -1.6 | -8.8 | -1.4 | 0.6 | -4.2 | . | 9.7
O=C(NNS(=O)(=O)c1ccccc1C(F)(F)F)c1cc2ncc(C(F)(F)F)cc2s1 | -0.1 | -8.9 | -2.7 | -2.4 | -1.0 | 5.3 | -3.1 | -5.5
O=c1oc(-c2cccs2)nc2ccc(Cl)cc12 | 9.5 | 1.5 | -6.9 | . | 0.7 | 6.1 | 11.2 | -0.3
CCN1CCN(c2ccc(S(=O)(=O)N3CCOCC3)cc2NC(=O)c2cc(F)c(F)c(F)c2F)CC1 | -4.8 | 5.9 | -5.1 | 4.4 | -9.1 | -0.1 | -2.9 | 9.8
C[C@H](NC(=O)[C@H]1[C@H](CO)[C@H]2Cn3c(cccc3=O)[C@@H]1N2Cc1ccncc1)c1ccccc1 | -8.7 | . | -0.7 | -1.0 | -2.2 | 3.0[16.7 µM] | 1.0 | 3.3
Cc1cc(NC(=O)CSc2nc(C3CCCCC3)nc3ccccc23)no1 | 0.1 | . | . | -1.2 | . | 0.1 | 5.7 | .
COc1cc(Cl)c(C)cc1NC(=O)c1cc(S(=O)(=O)N(C)C)ccc1N1CCCC1 | -11.6 | -1.1 | 10.9 | -3.1 | . | 11.7 | . | .
COc1ccc(NS(=O)(=O)c2cccc(NC(=O)C3=NN(c4ccccc4)C(=O)CC3)c2)cc1 | 5.4 | -13.6 | 19.8 | 2.6 | 1.4 | 35.0 | -1.9 | 7.0
C[C@@H]1CN([C@H](C)CO)C(=O)CCCn2nncc2CO[C@@H]1CN(C)S(=O)(=O)c1ccc(C#N)cc1 | 3.5 | 4.5&3.3 | -6.1 | 0.1 | -0.8 | -0.4 | 6.6 | -0.8
C[C@H](O)C#Cc1ccc2c(c1)O[C@H](CN(C)C(=O)Nc1ccccc1)[C@@H](C)CN([C@H](C)CO)S2(=O)=O | 7.9 | -0.7 | -27.6 | 6.2 | . | 27.5[16.7 µM] | 0.8 | 15.9
Cc1c(C(=O)Nc2ccc(F)cc2)cn2c(nc3ccccc32)c1C#N | 2.4 | -8.1 | -18.8 | 0.1 | -1.2 | 7.2 | 8.2 | 0.6
COc1ccc(NC(=O)N(C)C[C@@H]2Oc3c(NS(=O)(=O)c4ccccc4)cccc3C(=O)N([C@@H](C)CO)C[C@H]2C)cc1 | 9.3 | . | -17.4 | . | . | -0.2[16.7 µM] | -4.3 | -5.1
O=C(OCc1cccs1)c1ccccc1NS(=O)(=O)c1ccc2c(c1)OCCO2 | . | 4.1 | -5.6 | -0.2 | . | 41.7 | 30.6 | .
O=C(Nc1ccc(C(O)c2ccccc2)cc1)[C@H]1C[C@H](O)[C@@H](CO)O1 (some centres not stated) | 18.0 | 7.0 | 6.5 | 3.7 | -2.4 | 1.5 | 17.5 | -1.9
C[C@@H]1CN([C@@H](C)CO)S(=O)(=O)c2ccc(C#Cc3ccccn3)cc2O[C@H]1CN(C)C(=O)C1CC1 | -11.4 | 6.1 | . | 2.6 | -1.9 | 17.1[16.7 µM] | -9.1 | -2.1
Cc1ccc(NC(=O)CCS(=O)(=O)c2ccc(Br)cc2)nc1 | 6.9 | 2.5 | 1.4 | 0.8 | -2.1 | -3.7 | 9.4 | -12.5
O=C1C2CCCN2C(c2ccc(F)cc2)N1c1ccc(Cl)cc1 (configuration not stated) | 19.8 | -3.6 | -2.5 | -0.7 | -1.6 | 12.2 | -7.3 | -20.8
CCCc1cc(=O)n2[nH]c(SCc3ccc(Cl)cc3)nc2n1 | 10.3 | -1.1 | 0.2 | 0.2 | -1.9 | 1.0 | 3.0 | -9.3
CC(C)NC(=O)c1ccc(-c2cc(C(F)(F)F)ccc2Cl)o1 | 10.6 | 0.2 | . | 13.5 | . | -3.5 | 10.3 | .
CCNC(=O)C[C@@H]1CC[C@@H]2[C@H](COC[C@@H](O)CN2Cc2ccc(Cl)c(Cl)c2)O1 | 7.1 | 1.4 | 20.9 | -6.4 | -1.2 | 5.0[16.7 µM] | 5.3 | -0.9
C[C@H]1CN([C@@H](C)CO)C(=O)c2cccc(NC(=O)Nc3ccc(C(F)(F)F)cc3)c2O[C@H]1CN(C)Cc1ccncc1 | -12.7 | . | -5.4 | -1.6 | 0.3 | 4.8[16.7 µM] | -1.9 | -3.9
Cc1noc(C)c1COc1cccc(C(=O)Nc2ccc(Br)cc2F)c1 | -7.9 | 16.8 | 0.9 | -1.3 | -1.4 | . | . | 41.7
CCC(=O)Nc1ccc2c(c1)OC[C@H](C)N(C(=O)c1ccccn1)C[C@H](C)[C@H](OC)CN(C)C2=O | 0.3 | 4.2 | . | . | 7.8 | . | 18.6 | -0.1
[O-][N+]1=c2ccc(Nc3ccccc3)cc2=NC12CCCCC2 | . | 11.9 | 10.5 | -2.9 | . | -6.7 | . | .
CN(C)CCCNC(=O)C[C@@H]1CC[C@H]2[C@@H](COc3ccc(NC(=O)c4cccc(F)c4)cc3C(=O)N2C)O1 | 12.9 | 0.8 | -25.4 | -3.4 | -0.9 | -50.0[16.7 µM] | 9.5 | 2.3

Ordered by molar mass (rising): part of the list above
SMILES | LGR2 antag | FN deposition inh | PAX8 inh HTS | Cneo AK release | Casp6 inh | miR122 inh | PGC1a acetyl inh | EWS-Fli inh
O=C(CNCC1CCCCC1)Nc1cccc(S(=O)(=O)N2CCOCC2)c1 | . | 4.6 | 13.9 | . | 1.6 | . | . | -1.5
Cc1cccc(C)c1NC(=O)CN(C)C(C)C(=O)Nc1ccccc1-c1ccccc1 (configuration not stated) | 2.7 | -14.6 | -3.2 | 2.8 | -1.6 | 10.3 | . | 17.0
O=C(c1ccc(CS(=O)Cc2ccc(Cl)cc2)o1)N1CCN(C2CCCCC2)CC1 (configuration not stated) | 22.2 | 7.3 | 5.8 | 0.7 | 2.2 | -2.7 | 0.1 | -5.4
C[C@@H]1CN([C@H](C)CO)C(=O)c2cccc(NS(=O)(=O)c3cn(C)cn3)c2O[C@@H]1CN(C)C(=O)Nc1cccc2ccccc12 | 11.4 | -5.1 | . | -1.2 | -4.3 | -3.7[16.7 µM] | 2.6 | 5.0

(list continues)
SMILES | LGR2 antag | FN deposition inh | PAX8 inh HTS | Cneo AK release | Casp6 inh | miR122 inh | PGC1a acetyl inh | EWS-Fli inh
CCC(c1nnc(SCC(=O)NCCc2ccc(OC)c(OC)c2)n1Cc1ccccc1)N(C)C (configuration not stated) | -16.2 | 1.9 | -6.5 | . | -3.7 | . | -8.6 | -1.5
CC1=C(C(=O)N2CCOCC2)CC(CC(=O)NCCc2ccccn2)C(=O)N1Cc1ccccc1 (configuration not stated) | 35.9 | -4.9 | 2.6 | 3.4 | 2.2 | 1.7 | -14.4 | -4.9
Cn1cccc1CC(=O)N/N=C/c1ccc(C(C)(C)C)cc1 | -59.9 | 2.1 | -54.5 | . | -0.8 | . | . | -39.2
Cc1ncoc1C(=O)NC1CC(C)(C)Cc2c1cnn2-c1ccc(F)cc1 (configuration not stated) | 7.3 | -17.8 | 10.0 | -0.1 | 4.4 | . | . | .
CCCCCOc1ccc(C(O)C(CN2CCOCC2)c2ccccc2)cc1 (configuration not stated) | 5.2 | 3.8 | 16.8 | -0.2 | 4.7 | 6.1 | -32.2 | 6.1
Cc1nccn1Cc1cccc2ccccc12 | -2.2 | 0.0 | 52.0 | 12.2 | -1.1 | -2.2 | -4.2 | 3.6
CCCCN(Cc1cc2cc(OC)ccc2[nH]c1=O)S(=O)(=O)c1ccc(C)cc1 | 16.1 | 2.0 | 39.3 | 2.0 | -3.6 | -7.9 | 15.6 | 8.4
COc1ccc(N(CC(=O)Nc2ccccc2OC)S(=O)(=O)c2ccc(NC(C)=O)cc2)cc1 | . | 11.8 | 5.3 | 3.6 | -1.0 | 58.4 | -13.1 | 25.4
COc1ccccc1CNC(=O)C(C)n1nc(C)n2c(cc3occc32)c1=O (configuration not stated) | 7.1 | 8.5 | -6.0 | -0.9 | 0.8 | -4.1 | 4.1 | .
O=C(c1ccc(CS(=O)(=O)c2cccc(C(F)(F)F)c2)o1)N1CCN(c2ccccn2)CC1 | . | 0.4 | 19.2 | 5.3 | . | 0.6 | -6.9 | .
Cc1noc(C)c1NC(=O)N(C)C[C@@H]1Oc2ccc(NC(=O)c3ccncc3)cc2CC(=O)N([C@@H](C)CO)C[C@H]1C | 2.1 | 0.2 | -40.7 | -2.3 | 0.0 | 5.8[16.7 µM] | 9.4 | 2.9

Bioassay records from PubChem BioAssay.

Rows were taken by chance; about 2.5% have a hit in one of these screens.
